PglD DTNB = PglD (C. jejuni) enzyme inhibition | purified PglD enzyme, DTNB colorimetric CoA detection | inhibition, % at 12.5 µM | hit rate 0.098% among 360,000; in the data active = inhibition above about 16%, passing the limit was not always enough; also: strong numbers were not always called active
PGC1a acetyl inh = modulators of PGC1a acetylation. U2OS PGC1a acetylation, AlphaScreen anti-acetyl-lysine; with virally co-expressed GCN5 acetyltransferase. inhibition, % at 15.6 µM. hit rate 0.17% among 350,000;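 active = every replicate shows inhibition of at least 40%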;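 also: 0% = neutral control wells and 100% = positive control wells; some results beyond the cut were filed as inactive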
* hit, by the source's call. A portion of the library (hit frequency here may not be typical).

For O=C(Nc1ccc(N2CCOCC2)c(Cl)c1)c1ccco1 the results were PglD DTNB -3 and PGC1a acetyl inh -12.
For Cc1sc2ncnc(N3CCC(C)CC3)c2c1C the results were PglD DTNB 3 and PGC1a acetyl inh 6.
For O=C(CN(c1ccc2c(c1)OCCO2)S(=O)(=O)c1ccccc1)NCc1ccco1 the results were PglD DTNB 2 and PGC1a acetyl inh 1.
Screening COc1cccc(CNC(=O)C(=O)NCC2CCCO2)c1 (configuration not stated) returned PglD DTNB 3 and PGC1a acetyl inh 1.
For N#Cc1cc2c(nc1SCC(=O)Nc1sc3c(c1C#N)CCC3)CCCC2 the results were PglD DTNB -3 and PGC1a acetyl inh 8.
For COC(=O)c1ccc(CSc2nnc(SCc3ccc(C(=O)OC)o3)s2)o1 the results were PglD DTNB -5 and PGC1a acetyl inh 0.
`CCS(=O)(=O)CCSc1nc2ccccc2s1` gave PglD DTNB 0 and PGC1a acetyl inh 5.
`Cc1ccc(N(CC(=O)NCc2ccncc2)S(C)(=O)=O)cc1Cl` gave PglD DTNB 0 and PGC1a acetyl inh 8.
For CC(C)(C)C1=Nn2c(nnc2-c2n[nH]c3c2CCC3)SC1 the results were PglD DTNB 8 and PGC1a acetyl inh 4.
Screening c1ccc(-c2nnc(-c3ccco3)n2-c2ccccc2)cc1 returned PglD DTNB -4 and PGC1a acetyl inh 4.
For CC(C)(C)c1cc(C(F)(F)F)nc(SCCCNC(=O)c2ccco2)n1 the results were PglD DTNB 0 and PGC1a acetyl inh -11.
For O=C(CCN1CCCCCC1)Nc1ccccc1F the results were PglD DTNB -2 and PGC1a acetyl inh -2.
Screening O=C(N/N=C/c1ccc(OCCCF)cc1)c1cc(OCC(F)(F)F)ccc1OCC(F)(F)F returned PglD DTNB -10 and PGC1a acetyl inh -9.
For O=C(CC1SC(=Nc2ccccc2)N(CCCCO)C1=O)NCc1ccccc1 (configuration not stated) the results were PglD DTNB -5 and PGC1a acetyl inh 3.
For CC(=O)NC(=O)Nc1sc(=S)n(C)c1C the results were PglD DTNB 2 and PGC1a acetyl inh -6.
`CCCCNC(=O)c1cc2n(n1)C(C(F)(F)F)CC(c1ccccc1)N2` (configuration not stated) gave PglD DTNB 3 and PGC1a acetyl inh 4.
`Cc1ccc(/C=C2/SC(=O)NC2=S)o1` gave PglD DTNB -3 and PGC1a acetyl inh 3.
`COc1ccc(OCc2nc3ccccc3[nH]2)cc1` gave PglD DTNB 4 and PGC1a acetyl inh -12.
For COc1ccc(CC(=O)c2cc(OC)c(OC)cc2CC(=O)O)cc1OC the results were PglD DTNB 2 and PGC1a acetyl inh 12.
`O=[N+]([O-])C1=C(Nc2cccc3ccccc23)CS(=O)(=O)C1` gave PglD DTNB -1 and PGC1a acetyl inh 31.
For O=C1OCCC1Sc1nc2ccccc2s1 (configuration not stated) the results were PglD DTNB 2 and PGC1a acetyl inh 24.
Screening CCN(/N=C/c1cccs1)c1cc(=O)n(C)c(=O)[nH]1 returned PglD DTNB -3 and PGC1a acetyl inh -1.
For CCOC(=O)c1c(C)[nH]c(C)c1-c1ccccc1OC the results were PglD DTNB 1 and PGC1a acetyl inh -40.
Cc1cccc2cc(CN(Cc3nnnn3Cc3ccccc3)C3CCCC3)c(=O)[nH]c12 was read as PglD DTNB 5 and PGC1a acetyl inh -17.
For N#Cc1c(-c2ccc(Br)cc2)nc2n(c1=O)CCCS2 the results were PglD DTNB 1 and PGC1a acetyl inh 1.
`CCOC(=O)c1ccc(NC(=O)C2CC2)cc1` gave PglD DTNB 6 and PGC1a acetyl inh 2.
COc1cccc2c(=O)c3c(cnn3C)n(C)c12 was read as PglD DTNB -9 and PGC1a acetyl inh 1.
CCCn1cc(NC(=O)c2cc(-c3ccccc3)on2)cn1 was read as PglD DTNB 1 and PGC1a acetyl inh 24.
COc1ccc2c(c1)C(=O)N(c1ccc(C)cc1)C(=O)C2 was read as PglD DTNB -1 and PGC1a acetyl inh 3.
Screening CCCCNC(=O)NS(=O)(=O)c1ccc(C(=O)OC(C)C)o1 returned PglD DTNB 4 and PGC1a acetyl inh -11.
For O=C(Nc1ccncc1)c1cncc(Br)c1 the results were PglD DTNB 3 and PGC1a acetyl inh 0.
Screening CCCC(=O)Nc1ccc(N2CCN(C(=O)c3ccccc3C)CC2)cc1 returned PglD DTNB 11 and PGC1a acetyl inh 30.
`CCN(CCCNC(=O)C1CCC(=O)N1C1CCCC1)c1cccc(C)c1` (configuration not stated) gave PglD DTNB -3 and PGC1a acetyl inh 1.
For CCOc1ccc(CSC(=N)N)cc1[N+](=O)[O-] the results were PglD DTNB 0 and PGC1a acetyl inh 3.
O=C(NC1CCCCC1)c1ccc(S(=O)(=O)NCc2ccco2)cc1 was read as PglD DTNB -1 and PGC1a acetyl inh -3.
Screening COc1ccc(S(=O)(=O)N2CCCN(CC(=O)Nc3cc(NC(C)=O)ccc3OC)CC2)cc1 returned PglD DTNB 0 and PGC1a acetyl inh -1.
For CC(=O)N(c1ccc(C(C)C)cc1)C1C=CS(=O)(=O)C1 (configuration not stated) the results were PglD DTNB 0 and PGC1a acetyl inh 7.
Screening CCCCC(=O)Nc1ccc2c(c1)nc1n2CCSC1 returned PglD DTNB 0 and PGC1a acetyl inh -2.
`COc1ccc(NC(=O)C23CCC(C)(C(=O)C2)C3(C)C)cc1` (configuration not stated) gave PglD DTNB -5 and PGC1a acetyl inh -3.
`Cc1cc2ncn(S(=O)(=O)N3CCOCC3)c2cc1C` gave PglD DTNB 8 and PGC1a acetyl inh -2.
O=C1C(C2=NC(C(=O)O)C3C(=O)N(c4ccc(Cl)cc4)C(=O)C23)=C(O)c2ccccc21 (configuration not stated) was read as PglD DTNB 1 and PGC1a acetyl inh -1.
For CCOC(=O)CCNC(=O)Nc1ccc2nc(C)n(Cc3ccccc3Cl)c(=O)c2c1 the results were PglD DTNB -4 and PGC1a acetyl inh -6.
Screening COc1ccc(NC(=O)COC(=O)[C@@H]2CCCN2C(=O)c2cccs2)c(OC)c1 returned PglD DTNB -2 and PGC1a acetyl inh 10.
Screening O=C1CC(c2ccc(F)cc2)CC(O)=C1C=NCCN1CCNCC1 (configuration not stated) returned PglD DTNB -3 and PGC1a acetyl inh -31.
`O=C(c1ccccc1)c1ccc(OCC(O)CN2CCN(S(=O)(=O)N3CCCCC3)CC2)cc1` (configuration not stated) gave PglD DTNB 1 and PGC1a acetyl inh 1.
Cn1c(-c2ccc(Br)o2)nc2cc(Br)ccc21 was read as PglD DTNB -5 and PGC1a acetyl inh 5.
Cc1ccccc1N=C1Nc2ccccc2CS1 was read as PglD DTNB -6 and PGC1a acetyl inh -10.
For Cn1c(=O)n(Cc2ccccc2F)c2ccccc21 the results were PglD DTNB -1 and PGC1a acetyl inh -2.
`O=S(=O)(NCc1ccccc1)c1cnc[nH]1` gave PglD DTNB -1 and PGC1a acetyl inh -2.
`C=CCn1c(SCc2c(Cl)cccc2Cl)nnc1-c1cccnc1` gave PglD DTNB 4 and PGC1a acetyl inh 8.
`COc1ccc(CN(Cc2cc3cc4c(cc3[nH]c2=O)OCO4)C(=O)NC2CCCCC2)cc1` gave PglD DTNB 8 and PGC1a acetyl inh 18.
CC(=O)c1cccc(NC(=O)C2CCCN(S(=O)(=O)c3ccc(F)cc3)C2)c1 (configuration not stated) was read as PglD DTNB 3 and PGC1a acetyl inh -28.
For COC(=O)c1c(C)oc2ccc(NS(=O)(=O)c3cc(OC)ccc3OC)cc12 the results were PglD DTNB 1 and PGC1a acetyl inh -9.
COc1cc(C(=O)OCCN2CCOCC2)ccc1O was read as PglD DTNB -1 and PGC1a acetyl inh 6.
CN(C)S(=O)(=O)N(CC(=O)N(Cc1ccccc1)Cc1ccccc1)c1ccccc1 was read as PglD DTNB 4 and PGC1a acetyl inh -19.
For Cc1noc(C)c1CSc1ccccc1C(=O)N1CCN(c2ccccc2)CC1 the results were PglD DTNB 1 and PGC1a acetyl inh -5.
For CSCCC(C(=O)OCC(=O)c1ccc(C)c(C)c1)N1C(=O)c2cc(Cl)c(Cl)cc2C1=O (configuration not stated) the results were PglD DTNB 7 and PGC1a acetyl inh 11.
Screening CCOc1ccc(-c2nc(N)ncc2Oc2cccc(OC)c2)c(O)c1 returned PglD DTNB 2 and PGC1a acetyl inh -13.
Screening CC(C)C(=O)N1CCC(c2nc(-c3ccc(S(=O)(=O)N4CCCC4)cc3)no2)CC1 returned PglD DTNB 3 and PGC1a acetyl inh 11.
Screening CC1(C)CC(CC(=O)O)(c2ccccc2)CCO1 (configuration not stated) returned PglD DTNB -3 and PGC1a acetyl inh -1.
For CCn1c2ccccc2c2cnc(N=CN(C)C)c(C#N)c21 the results were PglD DTNB 3 and PGC1a acetyl inh 36.
Screening COc1ccc(CSC(=N)N)cc1[N+](=O)[O-] returned PglD DTNB -4 and PGC1a acetyl inh -23.
`COCCN(C(=O)CNC(=O)c1ccco1)C(C(=O)NC1CCCCC1)c1cccc(OC)c1` (configuration not stated) gave PglD DTNB -18 and PGC1a acetyl inh -5.
For Cc1cc(NS(=O)(=O)c2ccc(NC(=O)CCCC(=O)O)cc2)nc(C)n1 the results were PglD DTNB 5 and PGC1a acetyl inh 3.
`CCC(=O)Nc1ccc(OC)cc1OC` gave PglD DTNB 2 and PGC1a acetyl inh -13.
Screening Cn1nnnc1SCCOc1ccc(C#N)cc1 returned PglD DTNB 2 and PGC1a acetyl inh 2.
Screening COC(=O)C1(c2ccccc2)NC(c2cccs2)C2C(=O)N(c3ccccc3)C(=O)C21 (configuration not stated) returned PglD DTNB -1 and PGC1a acetyl inh -12.
Cc1[nH]c(=O)c(C(=O)/C=C/c2ccccc2)c2c1CCCC2 was read as PglD DTNB -3 and PGC1a acetyl inh 53*.
Clc1cccc(-c2ccc(C3Nc4cccc5cccc(c45)N3)o2)c1 was read as PglD DTNB 2 and PGC1a acetyl inh 12.
Screening CCCc1nnc(NC(=O)CNc2ccc(F)cc2)s1 returned PglD DTNB 3 and PGC1a acetyl inh 2.
Screening CC(=O)Oc1ccc(N2C(=O)CC(N3CCOCC3)C2=O)cc1 (configuration not stated) returned PglD DTNB 2 and PGC1a acetyl inh 3.
`CCOc1cc(/C=C2/C(=N)N3C(=NC2=O)SN=C3S(C)(=O)=O)ccc1OS(=O)(=O)c1ccccc1` gave PglD DTNB 0 and PGC1a acetyl inh 16.
For Cc1ccc(SC/C(O)=C(\C#N)c2nc3ccccc3s2)cc1 the results were PglD DTNB 2 and PGC1a acetyl inh 2.
For NCCCCCc1nnc(SCC(=O)Nc2cccc(Cl)c2)o1 the results were PglD DTNB 1 and PGC1a acetyl inh -5.
Cc1c(C(=O)N2CCOCC2)[nH]c2c1C(=O)CC(c1ccc(Cl)cc1)C2 (configuration not stated) was read as PglD DTNB -7 and PGC1a acetyl inh 4.
`O=C(COc1ccc(S(=O)(=O)N2CCCC2)cc1Cl)NC1CCCC1` gave PglD DTNB -2 and PGC1a acetyl inh -17.
Cc1ccc(C(=O)N2CCN(c3ccc(C(F)(F)F)cn3)CC2)c(C)c1 was read as PglD DTNB 0 and PGC1a acetyl inh -7.
Screening CC(NC(=O)c1ccc(=O)oc1)c1ccccc1 (configuration not stated) returned PglD DTNB 2 and PGC1a acetyl inh 2.
CCN(CC)C(=O)CSc1nnc(-c2cccs2)n1Cc1ccco1 was read as PglD DTNB -3 and PGC1a acetyl inh -4.
For O=C(CCc1c[nH]c2ccccc12)NCc1ccc2c(c1)OCO2 the results were PglD DTNB 3 and PGC1a acetyl inh 9.
Screening Cc1cc(NC(=O)CCC(=O)N(c2ccccc2)C(C(=O)NC2CCCC2)c2ccccc2)no1 (configuration not stated) returned PglD DTNB -2 and PGC1a acetyl inh -11.
Screening COc1cc(C(=O)Nc2ccc3c(c2)OCCO3)ccc1OC(C)C returned PglD DTNB 2 and PGC1a acetyl inh -21.
Screening CC(=O)Nc1nc(C(=O)Nc2c(C)n[nH]c2C)cs1 returned PglD DTNB -3 and PGC1a acetyl inh -8.
Screening O=C(Cc1ccccc1)N[C@H](c1ccccc1)P(=O)(O)CO returned PglD DTNB 5 and PGC1a acetyl inh -2.
CCN1CCc2c(sc(NC(=S)NC(=O)c3ccccc3)c2C#N)C1 was read as PglD DTNB 3 and PGC1a acetyl inh -16.

In the list so far, 13 have a furan ring, fused or not:
For O=C(Nc1ccc(N2CCOCC2)c(Cl)c1)c1ccco1 the results were PglD DTNB -3 and PGC1a acetyl inh -12.
For O=C(CN(c1ccc2c(c1)OCCO2)S(=O)(=O)c1ccccc1)NCc1ccco1 the results were PglD DTNB 2 and PGC1a acetyl inh 1.
For COC(=O)c1ccc(CSc2nnc(SCc3ccc(C(=O)OC)o3)s2)o1 the results were PglD DTNB -5 and PGC1a acetyl inh 0.
Screening c1ccc(-c2nnc(-c3ccco3)n2-c2ccccc2)cc1 returned PglD DTNB -4 and PGC1a acetyl inh 4.
For CC(C)(C)c1cc(C(F)(F)F)nc(SCCCNC(=O)c2ccco2)n1 the results were PglD DTNB 0 and PGC1a acetyl inh -11.
`Cc1ccc(/C=C2/SC(=O)NC2=S)o1` gave PglD DTNB -3 and PGC1a acetyl inh 3.
Screening CCCCNC(=O)NS(=O)(=O)c1ccc(C(=O)OC(C)C)o1 returned PglD DTNB 4 and PGC1a acetyl inh -11.
O=C(NC1CCCCC1)c1ccc(S(=O)(=O)NCc2ccco2)cc1 was read as PglD DTNB -1 and PGC1a acetyl inh -3.
Cn1c(-c2ccc(Br)o2)nc2cc(Br)ccc21 was read as PglD DTNB -5 and PGC1a acetyl inh 5.
For COC(=O)c1c(C)oc2ccc(NS(=O)(=O)c3cc(OC)ccc3OC)cc12 the results were PglD DTNB 1 and PGC1a acetyl inh -9.
`COCCN(C(=O)CNC(=O)c1ccco1)C(C(=O)NC1CCCCC1)c1cccc(OC)c1` (configuration not stated) gave PglD DTNB -18 and PGC1a acetyl inh -5.
Clc1cccc(-c2ccc(C3Nc4cccc5cccc(c45)N3)o2)c1 was read as PglD DTNB 2 and PGC1a acetyl inh 12.
CCN(CC)C(=O)CSc1nnc(-c2cccs2)n1Cc1ccco1 was read as PglD DTNB -3 and PGC1a acetyl inh -4.
